Screens (PubChem BioAssay)
697 NFkB inh: inhibitors of PMA/ionomycin-induced NF-kB reporter, 697 cells, primary screen, B-cell NF-kB inhibitor project, cell-based, luminescence, uHTS. actives 0.33% (n = 330,000). AID 435022, 2010. 697 B-cell NF-kB luciferase reporter, 16 h. inhibition, % at 4 µM; in the data active = inhibition above about 35%
EBI2 block: EBI2 receptor antagonists, beta-arrestin recruitment, primary screen, cell-based, luminescence, 7a,25-OHC stimulation, uHTS | G-protein coupled receptor 183 (Homo sapiens), P32249 | 7a,25-OHC stimulated | inhibition, % at 5 µM | actives 0.81% (n = 360,000); in the data active = inhibition above about 38%;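 note: enzyme fragment complementation signal reports receptor beta-arrestin coupling in cells; 0% = agonist plus DMSO wells and 100% = wells without agonist; some results beyond the cut were filed as inactive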
Target sequence (P32249 whole entry, looked up, the tested form may be a part): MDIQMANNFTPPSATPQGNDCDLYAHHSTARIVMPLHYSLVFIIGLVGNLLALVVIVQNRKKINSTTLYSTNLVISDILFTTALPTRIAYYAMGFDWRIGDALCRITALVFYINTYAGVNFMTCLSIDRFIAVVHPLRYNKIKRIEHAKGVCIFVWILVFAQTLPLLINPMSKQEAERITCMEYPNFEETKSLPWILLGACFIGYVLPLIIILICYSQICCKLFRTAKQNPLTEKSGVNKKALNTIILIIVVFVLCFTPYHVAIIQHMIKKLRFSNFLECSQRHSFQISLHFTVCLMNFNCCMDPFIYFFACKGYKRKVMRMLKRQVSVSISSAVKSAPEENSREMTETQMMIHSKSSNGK
CCR6 antag: CCR6 receptor antagonists, primary screen, cell-based, CHO-K1, luminescence, beta-arrestin, uHTS; CHO-K1 CCR6 PathHunter beta-arrestin, CCL20-stimulated; inhibition, % at 20 µM; AID 493098, 2011; actives 0.49% (n = 340,000);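 active = compounds whose inhibition of the agonist-driven luminescence signal at 20 µM reaches about 50%, limit read from the data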;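 note: cells stimulated with CCL20 at 14 nM final; plate controls were DMSO with CCL20 for no effect and DMSO without agonist for full effect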
Target sequence (P51684 whole entry, looked up): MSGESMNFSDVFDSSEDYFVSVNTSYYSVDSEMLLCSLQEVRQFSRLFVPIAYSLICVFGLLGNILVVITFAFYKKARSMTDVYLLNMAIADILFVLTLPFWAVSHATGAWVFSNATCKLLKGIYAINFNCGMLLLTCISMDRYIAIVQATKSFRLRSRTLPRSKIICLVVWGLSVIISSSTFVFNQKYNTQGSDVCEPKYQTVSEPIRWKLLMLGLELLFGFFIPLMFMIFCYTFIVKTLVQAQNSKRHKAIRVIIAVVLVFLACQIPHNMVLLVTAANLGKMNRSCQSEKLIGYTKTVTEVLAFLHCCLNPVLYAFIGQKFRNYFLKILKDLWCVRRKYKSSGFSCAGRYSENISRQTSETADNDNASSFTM
SENP8 inh: SENP8 protease inhibitors, primary screen, biochemical, luminescence. Sentrin-specific protease 8 (Homo sapiens), Q96LD8. purified SENP8, Z-RLRGG-aminoluciferin cleavage. inhibition, % at 10 µM. actives 1.2% (n = 330,000). AID 2540, 2010
UBC13 polyUb: UBC13 polyubiquitin chain formation inhibitors, primary screen, biochemical, TR-FRET, uHTS | AID 485273, 2010 | Ubiquitin-conjugating enzyme E2 N (Homo sapiens), P61088 | actives 0.47% (n = 330,000) | inhibition, % at 20 µM; in the data active = inhibition above about 45%, passing the limit was not always enough
Target sequence (P61088 whole entry, looked up): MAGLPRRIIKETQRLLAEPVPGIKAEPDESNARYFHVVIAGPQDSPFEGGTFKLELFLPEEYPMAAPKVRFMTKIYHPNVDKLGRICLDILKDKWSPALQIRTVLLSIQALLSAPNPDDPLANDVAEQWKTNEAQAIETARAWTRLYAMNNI
Apaf1 inhib: inhibitors of human Apaf-1 apoptosome, primary screen, biochemical, DEVD-Rh110 fluorescence, uHTS. Apoptotic protease-activating factor 1 (Homo sapiens), O14727. reconstituted apoptosome caspase-3 activity. inhibition, % at 20 µM. actives 0.71% (n = 330,000); active = inhibition of at least 40% at 20 µM;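 note: plate controls were DMSO wells for no effect and DEVD-CHO caspase inhibitor wells for full effect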
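Assay system: Apoptosome proteins | Medium: pH 7.5 Hepes buffer with CHAPS, BSA, DTT | Also added: Cytochrome c and DEVD-Rh110 substrate | Times: 30 min plus 50 min, RT | Detection: Rhodamine 110 fluorescence at Ex 480/Em 540 nm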
Gli-Sufu antag: Gli-Sufu pathway antagonists, primary screen, luciferase luminescence, Sufu-KO-LIGHT cells, uHTS. Sufu-KO-LIGHT fibroblasts, Gli luciferase reporter luminescence. inhibition, % at 5 µM. actives 0.74% (n = 340,000). AID 588413, 2011;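 active = inhibition above about 55%, limit read from the data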;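 note: 0% = DMSO-treated cells and 100% = wells with medium but no cells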
Jurkat NFkB inh: inhibitors of induced NF-kB luciferase reporter, primary screen, TCR NF-kB activation inhibitor project, cell-based, luminescence, uHTS. Jurkat, PMA/ionomycin-induced NF-kB luciferase reporter. inhibition, % at 4 µM. actives 0.53% (n = 330,000). AID 435003, 2010
Numbers without * were called inactive; . = not tested or not shown. Cut-off read from the data, not from the text of the source, unless noted: active = inhibition above about 50%; inactive = the rest. Some of the compounds tested (hit frequency here may not be typical).

SMILES | 697 NFkB inh | EBI2 block | CCR6 antag | SENP8 inh | UBC13 polyUb | Apaf1 inhib | Gli-Sufu antag | Jurkat NFkB inh
Cc1cccc2cc(CN(CC3CCCO3)C(=S)NCc3ccco3)c(=O)[nH]c12 (stereo not drawn) | 8 | -2 | -4 | -11 | -7 | 17 | 5 | 1
COc1ccc(CNC(=O)CCS(=O)(=O)c2ccc3c(c2)CCN3C(C)=O)cc1 | -14 | 0 | 0 | -10 | -2 | -10 | -10 | -6
C=CCN1CC(c2nc3ccccc3n2Cc2cccc3ccccc23)CC1=O (stereo not drawn) | -37 | 5 | 26 | -12 | -1 | 25 | 6 | -13
O=C(NCc1cn2ccccc2n1)c1ccc(Br)o1 | 9 | -3 | -1 | -2 | 0 | -7 | -2 | 15
Cc1cc2c(c(N3CCOCC3)n1)C(=O)OC2 | 21 | -2 | 10 | -3 | 8 | -13 | 4 | 0
O=C(CSc1nnc(NC(=O)C2CC(=O)N(c3ccccc3)C2)s1)NCC1CCCO1 (stereo not drawn) | 12 | 6 | 0 | 8 | -1 | 7 | 5 | 0
Cc1c(CNC(=O)c2cnn3c2NC(c2ccccc2)CC3C(F)(F)F)cnn1C (stereo not drawn) | -1 | -4 | -10 | -4 | 8 | -19 | 4 | 3
CCC(C)(C(=O)Nc1ccccc1C)N(C(=O)CNC(C)=O)c1ccccc1C (stereo not drawn) | 20 | -3 | 13 | -2 | 7 | -2 | -3 | 3
O=C(OCC(=O)N1N=C(c2ccc(Cl)cc2)CC1c1ccco1)c1cncc(Br)c1 (stereo not drawn) | -10 | 8 | 17 | -7 | -2 | 11 | -4 | 14
CC(C)CCNS(=O)(=O)c1cc2c3c(c1)CCN3C(=O)CC2 | 10 | -7 | 15 | 3 | 3 | -8 | 8 | 3
O=C(Nc1cc(Cl)ccc1O)C1CC(c2c(F)cccc2Cl)=NO1 (stereo not drawn) | -1 | 14 | 0 | -3 | 13 | -8 | 24 | 1
COc1ccccc1NC(=O)Cn1cnc2sc(C(=O)Nc3ccc(OC)c(OC)c3)c(C)c2c1=O | 10 | 2 | 14 | -5 | 5 | -1 | 8 | 6
O=C(/C=C/Nc1ccccc1Oc1ccccc1)c1ccco1 | -35 | -2 | 19 | -19 | 0 | 18 | -4 | -30
CCCCNC(=O)Cn1nc(C)c(S(=O)(=O)N2CCOCC2)c1C | 31 | -8 | 3 | -3 | 5 | -36 | -4 | 3
CC(C)COC(=O)c1ccc2c(c1O)C(=O)c1ccccc1C2=O | -166 | -13 | 0 | 37 | -45 | 24 | -107 | -134
CC(=O)c1sc(N/N=C/c2cccc([N+](=O)[O-])c2)nc1C | -41 | 15 | 41 | -12 | -5 | 10 | -43 | -40
CC(C)n1nccc1NC(=O)Nc1ccccc1 | 9 | 4 | 0 | -3 | 0 | 1 | -13 | -1
O=C(CSc1nnc(-c2ccc(F)cc2)c2ccccc12)Nc1c(F)cccc1F | 24 | 0 | 21 | -1 | 5 | 12 | 4 | 7
CC(=O)OCC(CCn1cnc2cnc(N)nc21)COC(C)=O | 2 | . | . | 0 | 20 | -1 | . | 5
Cc1ccc(S(=O)(=O)N2CCC(C(=O)Nc3ccc(S(=O)(=O)N4CCCC4)cc3)CC2)cc1C | 19 | -3 | 4 | 13 | 0 | 14 | 10 | 12

Sorted by SMILES length (low to high): 4 of the compounds above.
SMILES | 697 NFkB inh | EBI2 block | CCR6 antag | SENP8 inh | UBC13 polyUb | Apaf1 inhib | Gli-Sufu antag | Jurkat NFkB inh
CCCCNC(=O)Cn1nc(C)c(S(=O)(=O)N2CCOCC2)c1C | 31 | -8 | 3 | -3 | 5 | -36 | -4 | 3
O=C(Nc1cc(Cl)ccc1O)C1CC(c2c(F)cccc2Cl)=NO1 (stereo not drawn) | -1 | 14 | 0 | -3 | 13 | -8 | 24 | 1
CC(=O)c1sc(N/N=C/c2cccc([N+](=O)[O-])c2)nc1C | -41 | 15 | 41 | -12 | -5 | 10 | -43 | -40
Cc1ccc(S(=O)(=O)N2CCC(C(=O)Nc3ccc(S(=O)(=O)N4CCCC4)cc3)CC2)cc1C | 19 | -3 | 4 | 13 | 0 | 14 | 10 | 12

(list continues)
SMILES | 697 NFkB inh | EBI2 block | CCR6 antag | SENP8 inh | UBC13 polyUb | Apaf1 inhib | Gli-Sufu antag | Jurkat NFkB inh
CCOC(=O)CC(=O)CSc1[nH]c(=O)cc(C)c1C#N | 18 | -3 | -1 | -2 | 8 | 0 | 4 | 8
CCn1c(SCC(=O)n2c(C)c(C)c3ccccc32)nnc1-c1ccco1 | -2 | -2 | 22 | 6 | 0 | 16 | 2 | -3
COc1ccc(-n2cccc2C=O)cc1OC | 6 | 1 | 0 | -2 | -2 | -8 | 1 | 7
Cc1cc(C)nc(N/N=C/c2cn[nH]c2-c2ccc(F)cc2)n1 | 6 | -3 | 3 | -11 | 2 | -12 | -1 | -3
CC1CCN(c2ccc(/C=C(\C#N)c3nn(-c4ccccc4)c(N)c3C#N)cc2[N+](=O)[O-])CC1 | 15 | 36 | 16 | -5 | -11 | 3 | 23 | -5
CCc1ccc(NC(=O)c2cc(-c3ccc4c(c3)OCO4)on2)cc1 | 2 | -3 | 9 | 2 | 18 | 4 | 47 | 5
Cc1ccc(OCC(=O)NNC(=O)C(=O)NC(C)(C)C)cc1 | 12 | 2 | 3 | -9 | 3 | -7 | -8 | 8
NC(=O)CCC(NS(=O)(=O)c1ccc(Cl)cc1)C(=O)NCc1ccccc1Cl (stereo not drawn) | 0 | 0 | 8 | -4 | 0 | 4 | 0 | -7
C=CCc1cc(Cl)ccc1OCCCn1ccnc1 | -32 | 1 | 7 | -7 | 1 | 21 | 13 | -8
OC[C@@H]1CCCN1Cc1cn(-c2ccccc2)nc1-c1ccc2c(c1)OCO2 | 15 | 6 | 9 | 1 | -4 | -5 | 9 | -11
Cc1cc(C)nc(SCC(=O)N/N=C/c2cccn2-c2cccc(C(F)(F)F)c2)n1 | 0 | 3 | -4 | -2 | -3 | 24 | 5 | 0
CCc1ccccc1NC(=O)CN(C)C(=O)CSc1nnc(Nc2cccc(C)c2)s1 | 3 | 12 | 6 | -3 | 0 | 15 | 6 | 13
CC1CC(C)CN(C(=O)CSc2nnc(N)s2)C1 (stereo not drawn) | -2 | 3 | 5 | -5 | 3 | 0 | -11 | 12
O=C(NCCCN1CCOCC1)c1ccc(Br)cc1 | -47 | 1 | 15 | -4 | -8 | -4 | -9 | -30
Cn1nc(C(=O)NCc2cccs2)c2ccccc2c1=O | 6 | -1 | 4 | 1 | -3 | -9 | 9 | 2
COc1ccc2nc(NC3=NCCC3)sc2c1 | -125 | -11 | -12 | -10 | -12 | 7 | -62 | -78
COc1ccc(N(C(=O)COc2cccc(C)c2)S(=O)(=O)c2ccc(C)cc2)cc1 | -15 | -9 | 5 | 6 | -13 | 13 | 4 | -10
Cn1c(-c2ccc(F)cc2)cnc1NCc1cc2c(cc1[N+](=O)[O-])OCO2 | 1 | -12 | -5 | 4 | 5 | -1 | 7 | 9
O=C(N=Nc1c(O)n(Cc2ccccc2)c2ccccc12)c1ccncc1 | -28 | -2 | 14 | -12 | -14 | 3 | -16 | 4
O=C(Nc1ccc(Cl)c(Cl)c1)N(Cc1cccnc1)Cc1ccco1 | 0 | -3 | 13 | -4 | -4 | 21 | 0 | 3
COc1ccccc1CC(=O)Nc1ccc(S(=O)(=O)N2CCCC2)cc1 | 4 | -7 | -4 | 2 | 2 | 5 | -13 | 9
Cc1nn(C)cc1CN(C)C(=O)c1ccc(OC2CCN(Cc3ccccn3)CC2)cc1 | 6 | -6 | 15 | -12 | -4 | -5 | 3 | 2
CCN(CC(=O)Nc1c(F)cccc1F)C(=O)/C=C/c1c(C)nn(-c2ccc(F)cc2)c1C | 4 | -2 | 2 | -3 | 0 | 1 | 0 | 18
O=C1c2cccc3cccc(c23)C(=O)N1c1cccc(O)c1 | 3 | 2 | 4 | -7 | -14 | 1 | -1 | 2
COCCNC(=O)C(=O)N/N=C/c1ccccc1C(F)(F)F | 17 | -10 | 10 | 0 | 5 | 1 | 5 | 2
C=CCN1C(=O)/C(=C\c2cc(Br)c(OCc3ccccn3)c(OC)c2)SC1=S | 22 | -1 | 7 | 2 | -7 | 11 | 2 | 4
CS(=O)(=O)n1nc(-c2ccc(Cl)cc2)nc1N | -3 | -8 | 6 | 1 | -5 | 3 | -10 | 2
CC12CC3(C)CC(C)(C1)CC(C(=O)NCc1ccccn1)(C2)C3 | -4 | 6 | 6 | 0 | 4 | 4 | 4 | -2
COC(=O)c1[nH]c2cccc(OC)c2c1NC(=O)CN1CCOCC1 | 3 | 3 | -34 | 8 | 9 | -15 | -3 | 3
CCCCOc1ccc(C(=O)NCC(=O)NCCOc2ccccc2)cc1 | 16 | 3 | 6 | -10 | 6 | 8 | -23 | -11
CN(C)P(=NC(=O)COc1ccc(Cl)cc1Cl)(N(C)C)N(C)C | 0 | -6 | 8 | 12 | -8 | -6 | 3 | -3
CCOC(=O)CSc1nc2ccccc2c(=O)n1-c1ccc(C(=O)NCCOC)cc1 | 7 | -4 | 8 | 5 | -2 | -4 | -3 | 3
CC(C)C(C)NC(=O)CN1C(=O)NC2(CCc3ccccc3C2)C1=O (stereo not drawn) | 3 | -16 | 1 | 6 | 5 | -6 | -12 | 5
COc1ccc(S(=O)(=O)N/N=C(/C)c2ccc(Cl)cc2)cc1 | 6 | 6 | -5 | -6 | -12 | 14 | -1 | -2
CCCCC(CC)CN1C(=O)/C(=C/c2ccncc2)SC1=S (stereo not drawn) | 2 | 6 | 32 | -14 | -13 | 42* | 6 | -2
CCCc1cnc(N2CCN(S(C)(=O)=O)CC2)nc1 | -41 | -5 | 6 | 1 | -4 | -8 | -8 | -19
Cc1ccccc1OCC(=O)NC(=S)Nc1cccc2cc(O)ccc12 | 18 | 15 | 4 | -5 | -37 | 23 | 0 | 0
COC(=O)c1ccc(NC(=O)C2CCCN2S(=O)(=O)c2ccc(C)cc2)cc1 (stereo not drawn) | 6 | -3 | 10 | -10 | 1 | -1 | 1 | 9
Cn1cnc2nc3n(c2c1=O)CCC3 | -15 | -12 | 0 | 0 | -8 | 0 | -1 | 5
CC(=O)Nc1ccc(NC(=O)COC(=O)c2ccc([N+](=O)[O-])o2)cc1 | 21 | -12 | 3 | 12 | -3 | -5 | -5 | 4
CN(C)S(=O)(=O)c1ccc(-c2ccccc2)cc1 | -15 | 1 | 9 | -8 | 9 | 2 | 38 | 1
Cc1nc(-c2ccc(Cl)cc2)sc1C(=O)NNC(=O)C(C)C | -12 | -7 | 0 | -9 | -10 | -5 | -6 | -6
CCCCS(=O)(=O)Nc1ccc(C(=O)NCC2CCCO2)cc1 (stereo not drawn) | 5 | 3 | 7 | 1 | -1 | -5 | 2 | 5
O=C(CCn1c(=S)[nH]c2ccccc2c1=O)NCCc1ccc(Cl)cc1 | 11 | 7 | 2 | -13 | -3 | -4 | 6 | 3
O=C(c1ccco1)N1CCN(c2ncnc3scc(-c4ccccc4)c23)CC1 | 12 | 8 | 8 | -5 | 0 | 3 | 14 | 16
COC(=O)c1[nH]c2cccc(C)c2c1NC(=O)CN1CCCc2ccccc21 | 7 | -3 | 19 | -1 | 3 | 17 | -4 | 9
CCOC(=O)/C=C/[C@H]1CC(c2ccccc2)(c2ccccc2)CO1 | 14 | 0 | 16 | 2 | 11 | 15 | -4 | -1
COc1ccccc1CN(C)CC(=O)Nc1ccc(Cl)cc1C(F)(F)F | -18 | 12 | 20 | -5 | 7 | 28 | -6 | -3
